Screening data from PubChem BioAssay.
aSyn 5UTR inh: MLPCN primary screen, SNCA 5' untranslated region; inhibition, % (tested at 7.5 µM); AID 1813; 0.82% of 300,000 active; alpha-synuclein 5'UTR reporter, inhibitor activity; in the data active = inhibition above about 60%; inconclusive = no clear call, values can overlap the other calls;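 also: H4 neuroglioblastoma cells stably carrying SNCA 5'UTR luciferase fusion; 0% = DMSO wells and 100% = positive control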
HDAC3 inh: human HDAC3 inhibition. AID 2718. inhibition, % at 8.3 µM. 0.15% of 320,000 active. recombinant HDAC3, fluorogenic peptide/trypsin coupled, fluorescence; in the data active = inhibition above about 26%, passing the limit was not always enough; inconclusive = no clear call, values can overlap the other calls
Target sequence (O15379 whole entry, looked up): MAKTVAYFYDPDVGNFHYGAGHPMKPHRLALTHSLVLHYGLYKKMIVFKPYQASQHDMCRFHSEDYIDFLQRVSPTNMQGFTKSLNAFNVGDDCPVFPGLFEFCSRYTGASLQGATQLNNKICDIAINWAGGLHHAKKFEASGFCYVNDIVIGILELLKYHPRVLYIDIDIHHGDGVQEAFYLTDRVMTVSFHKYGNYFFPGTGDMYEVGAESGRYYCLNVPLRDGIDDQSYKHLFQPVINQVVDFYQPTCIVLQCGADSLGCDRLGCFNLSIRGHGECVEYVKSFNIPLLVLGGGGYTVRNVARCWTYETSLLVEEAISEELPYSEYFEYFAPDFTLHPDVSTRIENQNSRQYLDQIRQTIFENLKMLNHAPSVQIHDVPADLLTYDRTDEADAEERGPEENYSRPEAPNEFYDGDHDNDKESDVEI
IEC-6 tox: counter-screen for KLF5 inhibitors: cytotoxicity in IEC-6 cells; IEC-6 cytotoxicity, luminescence viability; inhibition, % at 5 µM; 0.78% of 290,000 active; AID 1825; in the data active = inhibition above about 22%;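 also: 0% = plate median of test compound wells and 100% = cytotoxic reference compound wells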
HSF-1 act: increases HSF-1 driven luciferase reporter signal | activation, % at 9 µM | NIH3T3-HGL HSF-1 luciferase reporter, MG132, 8 h; 100% = twice DMSO control signal | 1.7% of 300,000 active;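 active = mean replicate activation of at least 50% with a set share of replicates each reaching 50%; inconclusive = only one of those two conditions met; inactive = mean below 50% and too few replicates reaching it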;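 also: 0% = median of the neutral control wells and 100% = twice that signal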
AI-2 QS mod: Vibrio harveyi AI-2 quorum sensing modulation; Vibrio harveyi JMH597 AI-2 luminescence/OD600 ratio, 9 h; hits give low values; strain lacks LuxN and CqsS sensors; 0 = neutral-control median; activity change, % at 7.5 µM; AID 2094; 0.4% of 300,000 active; in the data active = activity change below about -75%, passing the limit was not always enough; inconclusive = no clear call, values can overlap the other calls;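 also: luminescence divided by OD600 gain over 9 h not by final OD600 alone; inactives centre near 13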
Platelet DG rel: modulates dense granule release in human platelets. 0.22% of 300,000 active. inhibition, %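 (compounds screened at 7.5 µM in platelet-rich plasma)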. human platelet-rich plasma, SFLLRN dense granule ATP release, luminescence;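 active = mean replicate score, as percent of positive control, at or above 50; inconclusive = mean below 50 but at least one replicate at or above 50; inactive = mean and every replicate below 50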
HSP90 refold inh: blocks HSP90-mediated luciferase refolding in reticulocyte lysate; Rabbit reticulocyte lysate, luciferase refolding luminescence, 3 h; inhibition, % at 5.6 µM; 0.91% of 290,000 active;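 active = inhibition above the screen-wide mean plus 3 SD, computed separately per campaign, cut at about 16% in these data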;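 also: 0% = DMSO wells and 100% = 60 µM geldanamycin wells; inhibitors lower the luminescence because luciferase stays unfolded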
HIF activator: HIF pathway transcriptional activation; 0.32% of 300,000 active; U2OS HRE-luciferase reporter, luminescence; normalized: DMSO 0%, desferrioxamine 100%; activation, % at 7.5 µM (by protocol);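 active = mean activation of at least 10% of the iron chelator positive control signal, with at least half of replicates also reaching 10%; inconclusive = mean and replicate majority disagree about reaching 10%; inactive = mean and most replicates under 10%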
HSF1 inhib: HSF1 inhibition | NIH3T3-HGL HSE-luciferase, MG132-induced, luminescence 8 h; hits give low values | activity change, negative = inhibition, % at 7.5 µM (by protocol) | 0.77% of 300,000 active;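 active = more than half of replicate wells show activity change below -50%, luminescence cut by over half; inconclusive = some wells, but at most half, below -50%; inactive = no replicate well below -50%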;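 also: luciferase reports HSF-1 transcriptional activity via heat shock element; 0% = median of DMSO wells and -100% = zero luminescence signal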
KLF5 inhibitor: kruppel-like factor 5 inhibition. DLD-1 KLF5 promoter-luciferase reporter, luminescence. inhibition, % at 5 µM. 0.23% of 290,000 active. AID 1700;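 active = inhibition above a per-plate limit of that plate's mean compound inhibition plus 3 SD, cut at about 60% in these data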;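 also: 0% = DMSO wells and 100% = LY294002 at 200 µM; higher means less KLF5 promoter-driven luciferase light; inactives centre near -14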
* hit, by the source's call; ? = inconclusive; . = not tested or not shown.

SMILES	aSyn 5UTR inh	HDAC3 inh	IEC-6 tox	HSF-1 act	AI-2 QS mod	Platelet DG rel	HSP90 refold inh	HIF activator	HSF1 inhib	KLF5 inhibitor
CSc1nc2c(c(=O)n1Cc1ccccc1)SC(C)C2 (stereo not drawn)	56	5	7	10	21	14	-2	.	3	5
CC(N=c1ccccn1C(=O)Nc1cccc(C(F)(F)F)c1)c1ccco1 (stereo not drawn)	-10	5	3	6	31	5	5	-0.3	-2	-2
O=C(CSc1nnc(NC2CCCCC2)s1)NN1C(=O)NC2(CCCCC2)C1=O	-9	4	0	14	2	-2	2	-0.4	-4	20
COc1cc(/C=N\Nc2nc3ccccc3o2)cc(OC)c1OC	-186	0	6	25	2	-2	-1	2.1	12	-73
COCCNC(=O)C(=O)NCC1OCCN1S(=O)(=O)c1ccc(C)cc1 (stereo not drawn)	-21	8	-10	-2	21	-11	-5	-0.2	-7	3
COC(=O)c1ccc(-c2nc(O)c(C)s2)cc1	-12	6	-8	5	16	2	1	-0.1	3	-5
O=C(Nc1ccc(F)c(F)c1)c1oc2ccccc2c1NC(=O)C1CCCO1 (stereo not drawn)	.	7	-9	.	4	.	-2	.	.	-41
O=C(c1cccnc1Nc1ccccc1F)N1CCOCC1	-3	-6	3	12	34	-5	5	-0.3	-12	-13
CCn1cc(CN2CCC(n3nccc3NC(=O)CCCc3ccccc3)CC2)c(C)n1	-12	-4	0	15	17	-1	-3	-0.3	2	-5
CC(C)(C)OC(=O)NCCC(=O)N/N=C/c1cccc2nccnc12	.	2	10	.	1	.	4	.	.	6
CC1CCN(C(=O)c2cc3c(ccc4ccccc43)o2)CC1	1	9	7	-7	35	26	25*	-1.0	-7	-17
Cc1cccc2[nH]c(CN(C)C(=O)C3CCC(=O)N(C4CC4)C3)nc12 (stereo not drawn)	4	0	6	0	1	-6	-1	?	-5	-9
O=C(COC(=O)CNC(=O)c1ccc(Cl)cc1Cl)NCC1CCCO1 (stereo not drawn)	2	-3	.	0	10	-7	.	0.0	-5	.
O=C(O)CS(=O)CC(=O)Nc1cccc(C(F)(F)F)c1 (stereo not drawn)	0	3	1	11	11	9	2	0.0	-3	-19
O=C(NCCc1ccc([N+](=O)[O-])cc1)c1ccccc1	-54	0	4	9	-7	-10	4	0.1	7	-46
Cc1cccc(NS(=O)(=O)c2ccc([N+](=O)[O-])cc2)n1	6	-5	-1	6	15	6	1	-1.4	2	-27
CCOC(=O)c1c(NC(=S)Nc2ccccc2)sc2c1CCCCC2	-5	-5	1	-7	31	6	-3	1.4	-3	6
Cc1ccccc1Cn1cc(NC(=O)COc2ccccc2)cn1	-19	0	-3	-1	17	-3	1	0.2	5	-2
CCOc1cc(/C=N\Nc2nc(Nc3ccccc3)nc(N3CCOCC3)n2)ccc1OC(=O)c1ccco1	-91	19	4	-1	33	-12	3	2.2	0	12
C=CCN(C(=O)c1ccccn1)C(C(=O)NCc1ccccc1)c1ccccc1F (stereo not drawn)	5	0	1	-31	7	-1	0	-0.4	-14	4

Brought forward from above: two compounds, then new ones.
SMILES	aSyn 5UTR inh	HDAC3 inh	IEC-6 tox	HSF-1 act	AI-2 QS mod	Platelet DG rel	HSP90 refold inh	HIF activator	HSF1 inhib	KLF5 inhibitor
CCOc1cc(/C=N\Nc2nc(Nc3ccccc3)nc(N3CCOCC3)n2)ccc1OC(=O)c1ccco1	-91	19	4	-1	33	-12	3	2.2	0	12
C=CCN(C(=O)c1ccccn1)C(C(=O)NCc1ccccc1)c1ccccc1F (stereo not drawn)	5	0	1	-31	7	-1	0	-0.4	-14	4
Cc1ccc(C)c(C(=O)NCc2ccncc2)c1	11	-8	-5	-1	7	.	0	-1.6	-13	-38
CCOc1ccc(C(=O)N2CCN(c3ncccn3)CC2)cc1	-5	-2	.	5	14	-2	.	-0.2	1	.
COc1cc2c(cc1OC)CN(C(=O)CCNS(=O)(=O)c1ccc(Br)cc1)CC2	17	-3	.	1	67	0	.	-35	6	.
CC(=O)Nc1ccc(NC(=O)C(c2ccccc2)c2ccccc2)cc1	-17	-10	-4	29	24	6	-3	0.0	8	-23
COc1ccccc1CNC(=O)[C@H](Cc1c[nH]c2ccccc12)NC(=O)[C@@H]1Cc2ccccc2CN1	8	2	3	11	10	6	0	0.2	9	-12
C=CCOc1ccccc1/C=C/C(=O)O	14	1	2	-8	11	-5	4	-0.9	-1	-9
O=C(NCc1cccs1)C1CCCN(S(=O)(=O)c2cccc3cccnc23)C1 (stereo not drawn)	-29	4	0	-3	22	0	-1	0.0	5	-28
O=C(CC(O)(C(F)(F)F)C(F)(F)F)Nc1ccc(Cl)c(Cl)c1	.	?	11	.	.	.	-7	.	.	48
COc1ccc(S(=O)(=O)N2CCOC23CCN(S(=O)(=O)c2c(C)cc(C)cc2C)CC3)cc1	9	?	.	7	6	.	.	1.3	11	.
COc1cc2nc(CCc3ccccc3)oc(=O)c2cc1OC	-9	-4	-2	-13	16	-2	-8	0.4	-1	-29
Cc1ccc(/C=N/NC(=O)CC2N=C(Cc3ccccc3)NNC2=O)cc1 (stereo not drawn)	34	1	-4	-21	11	1	9	-0.3	-4	-14
CCOc1ccc(-n2cnnn2)cc1S(=O)(=O)NC1CC1	.	-2	-4	.	12	9	0	.	.	-17
Cc1ccc(-n2ncc3c(=O)n(Cc4cccnc4)cnc32)cc1	-1	.	7	10	13	4	1	-0.1	1	-27
CC1CCc2cccc3c(O)cc(=O)n1c23 (stereo not drawn)	-2	-2	.	6	8	-14	.	-0.2	-4	.
CC(=O)NS(=O)(=O)c1ccc(NC(=O)/C=C/c2ccccc2Cl)cc1	7	10	1	-7	17	-1	1	0.1	-8	-24
CC(C)c1ccc(NC2CCCN(C(=O)c3cc(C(C)C)nc(N)n3)C2)cc1 (stereo not drawn)	-4	7	3	-5	-6	-13	-3	0.1	-3	-22
COc1ccc([N+](=O)[O-])cc1/C=N/NC(=O)Cc1ccccc1	12	.	7	3	38	2	0	-0.1	-2	-3
CC1CN(S(=O)(=O)c2ccccc2)C(C)N1C(=O)N1CCOCC1 (stereo not drawn)	12	-8	-4	4	16	13	-4	-0.5	-2	-19
COc1ccc(N=CC2=C(O)CCCC2=O)cc1	-14	1	-1	-1	14	11	2	0.3	-1	-5
C/C(N)=C(/C#N)C(=O)CSc1nnc(C)n1-c1ccccc1	9	-4	6	-6	12	19	0	-3.9	-19	-12
Cc1ccc(C(c2sc3nc(C)nn3c2O)N2CCN(c3ccccc3F)CC2)cc1 (stereo not drawn)	0	5	2	18	-12	-14	2	-40	-1	-17
CCn1cnc2cc(NCc3ccncc3)ccc21	-5	-1	3	-4	13	1	0	.	-9	-10
Cc1cc(Nc2cccc(F)c2)n2c(n1)nc1ccccc12	21	-6	2	-2	2	3	2	0.2	-7	-19
Cc1cccc2c1c(N=NC(N)=S)c(O)n2C1OC(CO)C(O)C(O)C1O (stereo not drawn)	2	6	1	-4	32	-2	6	0.2	-8	-10
CC(=O)NC(Cc1ccc(C(C)C)cc1)C(=O)NC1CCN(c2nc(C)cc(C)n2)CC1 (stereo not drawn)	6	-3	4	-8	4	5	-4	-0.2	-4	-12
COc1ccc(CN2CCN(C(C)C(=O)N(C)Cc3cccc(F)c3)CC2)cc1OC (stereo not drawn)	-5	.	-7	-1	15	17	1	0.7	-6	-31
COc1ccc(CNC2=CC(=O)CC(C)(C)C2)cc1	22	0	1	14	30	6	0	-0.2	1	-48
COc1ccc(NC(=O)c2cc3ccccc3oc2=O)c(OC)c1	-113	-2	7	20	7	2	-1	-2.6	-3	-106
CC1CCC(C(=O)NC(C(=O)N2CCc3ccccc3C2)C(C)C)CC1 (stereo not drawn)	16	5	0	12	12	-9	6	-0.4	-1	-23
CNc1c(NC(=O)C2CCC(C)CC2)c(=O)oc2ccccc12 (stereo not drawn)	-10	-5	0	25	15	-48	3	0.0	-2	-2
Cc1noc(C)c1CC(=O)N1CCCC(C(=O)c2ccc(C(C)(C)C)cc2)C1 (stereo not drawn)	7	2	2	13	11	10	2	-0.1	5	-13
CCN(CC)C(=O)C(=O)Nc1ccc(F)c(Cl)c1	-131	4	1	34	19	-11	-3	1.4	11	-49
CCCc1nnc(NC(=O)CCC(=O)N2CCCCC2CC)s1 (stereo not drawn)	-12	2	5	4	17	.	-4	0.9	-4	-22
Cc1cc(-c2ccc(C)c(S(=O)(=O)NCCN3CCC(C)CC3)c2)on1	4	1	0	-19	12	-3	-4	-0.4	3	-27
N/C(=N\OC(=O)C12CC3CC(CC(C3)C1)C2)c1ccccc1	-134	4	1	13	26	-9	3	1.3	14	18
CCCCNC(=O)N1CCN(C(=O)C2CCCO2)CC1 (stereo not drawn)	-26	6	-5	-4	11	10	3	-0.1	-5	-2
COc1ccc(-c2ccc3nnc(SCC(=O)N4CCCC4)n3n2)cc1	16	-16	.	13	27	3	.	-12	-5	.
Cc1cc(=O)n(-c2ccc(Cl)cc2)c(=O)[nH]1	-6	-10	4	-8	26	-4	-1	0.7	-2	-20
CC(c1cccnc1)N(CCN(C)C)C(=O)Nc1ccc(Cl)cc1 (stereo not drawn)	-34	-6	6	10	3	-2	1	0.0	7	-21
COc1ccc(-c2cn3c(C)c(C(=O)Nc4cccc(NC(C)=O)c4)sc3n2)cc1	-100	10	6	-4	21	-1	0	2.9	-1	-42
CN(CCC(=O)Nc1ccc(Br)cc1)Cc1ccccc1	9	6	4	-3	1	-8	-2	0.5	-9	-32
CC1Cc2nc(SCC(=O)N3CCCC3)n(C)c(=O)c2S1 (stereo not drawn)	7	.	-2	-1	35	32	-4	-0.2	-3	-4
CC1CCc2c(sc(NS(=O)(=O)c3ccccc3)c2C(=O)OC(C)C)C1 (stereo not drawn)	11	0	-3	1	.	-2	4	-0.2	7	-10
COc1ccc(C(C)=O)cc1COC(=O)c1cccc(N(C)C)c1	4	2	4	14	3	-4	1	-0.5	-2	-3
CN1C(=O)C(Cc2cnc[nH]2)NC1=S (stereo not drawn)	-24	0	-4	-15	4	0	7	-1.4	-1	-27
CC1c2ccsc2CCN1S(=O)(=O)c1cccs1 (stereo not drawn)	10	-7	3	6	19	-2	1	-0.2	-11	13
CC(C)(C)NC(=O)C(c1ccc(F)cc1)N(Cc1cccs1)C(=O)c1ccc(CN2CCOCC2)o1 (stereo not drawn)	4	-1	0	9	19	-1	0	-0.1	-1	-35
CC(=O)N1CCN(CC(=O)Nc2c(Cl)ccc(C)c2Cl)CC1	6	-1	3	-2	27	-1	4	-0.3	-7	4
COc1ccc(NCc2nnc(SCC(=O)Nc3ccc(OC)cc3OC)o2)cc1	-25	1	-6	-16	10	3	-2	-0.1	-4	-26
CN(CCC(=O)Nc1ccc(Cl)cc1)Cc1ccccc1	-2	1	-1	3	16	7	0	0.3	1	-23
CS/C(=N\NC(N)=O)c1ccccc1	27	-1	-3	-5	28	-8	1	0.2	-4	-23
CN(C(=O)c1ccncc1)c1nnc(-c2cnccn2)s1	-16	4	-3	-3	1	2	0	0.3	2	-18
O=C(Nc1ccncc1)Nc1ccc(F)c(Cl)c1	-8	0	3	-9	17	10	1	1.2	-1	-38
CN1CCN(c2ccccc2NC(=O)Cc2cn(C)c3ccccc23)CC1	-14	8	-9	4	35	21	-1	0.1	-11	0
